CaV13 FRET inh: Primary screen for inhibitors of IQ motif and Ca2+-dependent inactivation inhibitor domain binding in CACNA1D, Förster resonance energy transfer in living cells, …; actives 0.098% (n = 340,000); HEK cells, CFP/YFP FRET ICDI-IQ, plate reader, 10 min; percent FRET-ratio fall versus neutral wells; inhibition, % at 12.3 µM;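 active means mean replicate inhibition of at least 30% and at least 1% of replicates passing that level; inconclusive means only one of the two criteria is met; inactive means neither criterion is met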;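 further: 0% = median of the neutral control wells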
aDG glyco act: activators of alpha-DG glycosylation, primary screen, uHTS, Pro5-aDG cells, AlphaScreen. alpha-DG glycosylation AlphaScreen (IIH6); 0% Pro5, 100% B10-LARGE cell signal. activation, % at 10 µM. actives 0.22% (n = 360,000);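 active means activation of at least 8% versus controls, or a plate z-score of at least 8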;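 further: Pro5 are CHO cells carrying HIG-tagged alpha-DG that lacks glycosylation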
Granule exo inh: LAMP-1 surface exposure blockers, TALL-104 cells – cell-based, flow cytometry, MLPCN library, primary screen; TALL-104 LAMP-1 surface exposure; cells stimulated with thapsigargin and PMA; actives 0.66% (n = 360,000); inhibition, % at 10 µM;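 active means inhibition above about 55%, limit read from the data; inconclusive means no clear call, values can overlap the other calls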
iPSC survival up: enhancers of single-cell hiPSC survival, primary screen, ATPlite luminescence; 100% = ROCK inhibitor wells, 0% = DMSO; survival enhancement, % at 20 µM; actives 0.044% (n = 360,000); AID 602274, 2012; in the data active means survival enhancement above about 18%;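 further: cells exposed to compounds for 16 hours before the ATP read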
m5-HT2A agonist: mouse Htr2a agonists via beta-arrestin recruitment, primary screen, cell-based, luminescence. 5-hydroxytryptamine receptor 2A (Mus musculus), P35363. actives 0.66% (n = 360,000). activation, % at 7.6 µM. AID 624169, 2012. CHO-K1 mHTR2A beta-arrestin complementation; percent of 30 µM serotonin response;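 active means activation above a run cutoff, the mean activation of all tested compounds plus 3 SD, cut at about 14% in these data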;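 further: 0% = plate median of compound wells and 100% = 30 µM serotonin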
Glyco luc inh: increase of ERlucT glycosylation luciferase signal, primary screen, N-linked glycosylation inhibitor project, D54 ERlucT cells, luminescence, set 2. AID 588692, 2011. D54 ERlucT glycosylation luciferase reporter, 24 h; percent of 100 nM tunicamycin response. actives 0.23% (n = 360,000). reporter increase, % at 12.5 µM;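 active means mean luciferase reporter signal, scaled so untreated is 0 and the glycosylation-blocking control 100, at or above a set limit in every replicate; inconclusive means mean reaches the limit but not every replicate does; inactive means mean below the limit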;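 further: luciferase carries N-glycosylation sites so blocking glycosylation raises the light; 0% = median of neutral control wells and 100% = median of 100 nM tunicamycin wells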
PDI turbidity: inhibitors of human PDI, primary screen, biochemical, turbidity, single point, plate reader | AID 588391, 2011 | PDI insulin aggregation turbidity, A650, 90 min | actives 0.052% (n = 350,000) | inhibition, % at 10 µM | Protein disulfide-isomerase (Homo sapiens), P07237;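 active means mean inhibition across replicates of 30% or more, whatever share of single replicates reach that level; inconclusive means mean inhibition below 30% while every single replicate reaches 30%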;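 further: absorbance from insulin aggregation driven by PDI reduction with DTT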
Vif inh: HIV Vif self-association inhibitors, primary screen, imaging, HEK293T, single point; HEK293T cells, Vif self-association by quenched fluorescence, 24 h; inhibition, % at 7.49 µM; actives 0.35% (n = 340,000); in the data active means inhibition above about 50%, passing the limit was not always enough; inconclusive means no clear call, values can overlap the other calls; inactive means below about 31%; further: some results filed as inactive read as strong as hits
H9c2 protect: cardioprotection against H2O2-induced cell death, primary screen, uHTS, H9c2 cells, ATPLite luminescence; H9c2 cardiomyocytes, H2O2 injury protection, 2 h; protection from H2O2 cell death, % at 20 µM; actives 0.63% (n = 360,000);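 active means compounds giving at least 50% protection of heart cells from peroxide-induced death in the single-dose screen, raw or plate-pattern-corrected value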;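 further: 0% = DMSO wells with peroxide and 100% = DMSO wells without peroxide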
ABCB6 inh MLPCN: ABCB6 transporter inhibitors, primary screen, K562-ABCB6 cells, flow cytometry, MLPCN library; ATP-binding cassette sub-family B member 6 (Homo sapiens), Q9NP58; K562-ABCB6 porphyrin accumulation, 1 h; hits give low values; fluorescence ratio to DMSO, % at 10 µM; actives 0.19% (n = 360,000);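 active means fluorescence ratio to DMSO below 75%, the collection mean minus 3 SD; inconclusive means too few cells collected in the well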;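 further: signal is porphyrin accumulated inside mitochondria; 100% equals median channel fluorescence of DMSO control wells; lower ratio means ABCB6 inhibition with less porphyrin fluorescence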
Target sequence (Q9NP58 whole entry, looked up): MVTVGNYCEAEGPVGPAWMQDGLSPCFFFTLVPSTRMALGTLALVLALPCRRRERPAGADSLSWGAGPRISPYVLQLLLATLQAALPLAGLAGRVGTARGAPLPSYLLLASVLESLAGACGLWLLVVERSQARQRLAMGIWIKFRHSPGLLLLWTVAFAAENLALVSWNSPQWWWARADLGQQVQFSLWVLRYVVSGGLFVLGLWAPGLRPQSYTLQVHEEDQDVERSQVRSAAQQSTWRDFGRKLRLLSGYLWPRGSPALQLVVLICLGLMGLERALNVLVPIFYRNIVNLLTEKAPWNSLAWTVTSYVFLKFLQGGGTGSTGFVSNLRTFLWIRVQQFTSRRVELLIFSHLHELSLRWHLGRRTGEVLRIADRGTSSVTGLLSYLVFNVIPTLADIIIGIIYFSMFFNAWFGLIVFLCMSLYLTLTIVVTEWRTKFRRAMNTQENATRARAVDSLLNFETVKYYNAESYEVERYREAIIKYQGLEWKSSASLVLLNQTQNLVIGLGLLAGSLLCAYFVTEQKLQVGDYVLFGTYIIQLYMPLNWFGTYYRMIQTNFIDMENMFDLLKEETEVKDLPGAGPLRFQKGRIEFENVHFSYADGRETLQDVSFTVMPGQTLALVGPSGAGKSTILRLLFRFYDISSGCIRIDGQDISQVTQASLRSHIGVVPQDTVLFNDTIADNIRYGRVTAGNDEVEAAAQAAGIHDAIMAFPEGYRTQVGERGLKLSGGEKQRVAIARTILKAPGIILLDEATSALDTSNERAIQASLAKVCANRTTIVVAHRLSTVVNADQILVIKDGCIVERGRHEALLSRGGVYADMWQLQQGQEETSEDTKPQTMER
Active calls of the source: *; ? = inconclusive; nt = not tested or not shown. Outcome played no part in choosing rows (roughly 3.1% active in at least one column).

SMILES | CaV13 FRET inh | aDG glyco act | Granule exo inh | iPSC survival up | m5-HT2A agonist | Glyco luc inh | PDI turbidity | Vif inh | H9c2 protect | ABCB6 inh MLPCN
Cc1cn(CC(=O)N[C@H](CO)Cc2c[nH]c3ccccc23)c(=O)[nH]c1=O | -7 | -0.2 | -9 | 0.9 | 2 | 1 | 1 | -3 | 4 | 99
CC(NC(=O)CN1CCN(c2ccccc2F)CC1)c1ccccc1 (configuration not stated) | -6 | 0.2 | -2 | 2.6 | 0 | 0 | 2 | -3 | -7 | 97
COc1cc(CC(=O)Nc2ccc3nc(SC)sc3c2)cc(OC)c1OC | -5 | 0.3 | -2 | -0.3 | 1 | 3 | -1 | 1 | -14 | 96
COc1cc2c(c(OC)c1OC)C(c1ccc(C)cc1)CC(=O)O2 (configuration not stated) | -6 | 0.0 | -1 | -1.5 | -6 | 0 | -3 | -4 | -4 | 97
CCOC(=O)C(=C1Nc2ccccc2N1)n1c(-c2cnccn2)nc2ccccc21 | -9 | 0.0 | -3 | 1.1 | 2 | nt | nt | nt | nt | 96
Cc1noc(C)c1COC(=O)c1ccccc1NC(=O)Cc1ccccc1 | -6 | 0.4 | -1 | 1.0 | 1 | 0 | 8 | 7 | 4 | 102
O=C(NCc1cccs1)c1ccc(CS(=O)(=O)c2ccc(Cl)cc2)o1 | -9 | -0.3 | 1 | -2.2 | -1 | -1 | 3 | 9 | 3 | 101
Cc1cccc(C)c1NC(=O)CSc1nnc(NC(=O)c2ccccc2C(=O)O)s1 | -3 | 0.1 | -5 | 0.1 | -3 | 0 | 4 | -16 | -2 | 102
Cc1ccc(-n2c(SCC(=O)N(C)C)nnc2-c2ccco2)cc1 | -21 | 0.1 | 1 | -0.5 | -1 | 0 | 0 | 3 | -3 | 99
CC(NC(=O)COC(=O)c1ccccc1O)c1ccccc1 (configuration not stated) | -5 | 0.3 | 2 | 1.6 | -7 | 2 | -1 | 4 | 2 | 91
Cn1cc(/C=C(\C#N)C(=O)Nc2ccccc2O)c2ccccc21 | nt | -0.1 | 55 | 1.2 | 5 | 6 | 1 | -4 | -7 | 116
CCCOc1ccc(S(=O)(=O)N2CCCC2)cc1[N+](=O)[O-] | -6 | -0.1 | -1 | -0.7 | 0 | 0 | -2 | -2 | 1 | 93
N#Cc1c(-c2ccccc2F)cc(-c2cccnc2)nc1N | -2 | 0.2 | -4 | -1.3 | 2 | -1 | -1 | -7 | 12 | 92
Cc1ccc(CNC(=O)c2cc3c(=O)n4ccccc4nc3n(CC3CCCO3)c2=N)cc1 (configuration not stated) | nt | 1.0 | 2 | -1.5 | -1 | 1 | -4 | 2 | 5 | 91
CCCC(=O)OCC(=O)c1[nH]c(C)c(C(C)=O)c1C | -2 | 0.0 | -2 | -0.3 | 3 | 3 | -2 | 13 | -2 | 92
CCOC(=O)C1CCN(C(=O)c2cccc(S(=O)(=O)N3c4ccccc4CC3C)c2)CC1 (configuration not stated) | -6 | 0.0 | 0 | -0.5 | 9 | -2 | 3 | -4 | -3 | 97
O=C(Nc1ccncc1)c1cc(S(=O)(=O)N2CCN(c3ccccc3)CC2)ccc1Cl | -2 | 0.4 | -3 | 0.1 | -1 | -4 | -4 | 2 | -10 | 100
CC(C)=CCN1CCN(Cc2ccc(N3CCNC3=O)cc2)CC1CCO (configuration not stated) | -4 | 0.3 | 3 | -0.2 | 1 | 0 | 2 | -5 | 2 | 104
CCCCNc1nccnc1-c1cccc(C=O)c1 | -4 | -0.3 | 4 | 1.1 | 7 | 1 | 1 | -5 | 8 | 97
COc1ccc(N(C(=O)Cn2nnc3ccccc32)C(C(=O)NCc2ccco2)c2ccncc2)cc1 (configuration not stated) | -5 | 0.0 | 2 | -0.2 | 2 | 3 | 3 | 17 | 3 | 99
Cc1cccc(-c2nnc(SCC(=O)c3ccc(O)cc3O)n2C)c1 | -7 | -0.2 | 14 | -0.6 | -3 | 1 | -1 | 4 | 0 | 101
COCCN(CC(=O)NCc1ccc2c(c1)OCO2)C(=O)CCC(=O)Nc1nccs1 | -4 | -0.2 | 7 | -2.7 | -1 | 3 | 2 | 1 | 9 | 87
COC(=O)c1c(NC(=S)NNC(=O)c2ccc(Cl)s2)sc(C(=O)N(C)C)c1C | nt | 0.0 | -5 | -0.3 | 10 | -1 | -1 | nt | -1 | 104
O=C(CCN1C(=O)c2cccc3cccc(c23)C1=O)NCC1CCCO1 (configuration not stated) | -2 | 0.0 | -2 | 2.4 | 2 | 1 | 7 | -14 | 10 | 96
CC12CCC(=O)N1C(C(=O)N1CCN(S(=O)(=O)c3ccccc3F)CC1)CS2 (configuration not stated) | -16 | 0.0 | -4 | 1.0 | 3 | 0 | 6 | 6 | -2 | 96
SMILES | CaV13 FRET inh | aDG glyco act | Granule exo inh | iPSC survival up | m5-HT2A agonist | Glyco luc inh | PDI turbidity | Vif inh | H9c2 protect | ABCB6 inh MLPCN
CCN1CCCC1CNC(=O)Cn1cccc1C(=O)c1ccccc1 (configuration not stated) | nt | 0.0 | -3 | -3.5 | 4 | 3 | 10 | 6 | -1 | 98
COc1ccc(OC)c(S(=O)(=O)N2CCC(C(=O)NCc3ccccc3OC)CC2)c1 | -1 | -0.2 | -7 | -2.8 | 1 | -3 | 3 | 3 | 1 | 101
Cc1ccccc1C(=O)N1CCc2c([nH]c3ccccc23)C1C(F)(F)F (configuration not stated) | -5 | 0.0 | 7 | -1.0 | 6 | -1 | -1 | -4 | -3 | 100
COc1ccc(NC(=O)C2CCN(S(=O)(=O)c3c(C)noc3C)CC2)cc1OC | -5 | 0.0 | 0 | -0.4 | 7 | 0 | -3 | -2 | -4 | 105
COc1ccc(CC(=O)N2CCN(c3ccccc3)CC2)cc1OC | -20 | 0.2 | 6 | 0.1 | 3 | 1 | 2 | -2 | -2 | 102
CCOc1ccccc1NC(=O)CSc1nnc(Cc2cccn2C)n1-c1ccc(F)cc1 | -3 | 0.2 | 1 | -1.7 | 2 | 0 | nt | 2 | 9 | 98
Cc1ccc(S(=O)(=O)N2CCC(C(=O)OCC(=O)N3C(C)CCCC3C)CC2)cc1C (configuration not stated) | -4 | 0.2 | 10 | 4.4 | 7 | 2 | -4 | ? | -2 | 101
CCOP(=O)(O)c1ccccc1OCCCCCOc1ccccc1P(=O)(O)OCC | -7 | -0.3 | 3 | 0.6 | -3 | 2 | 0 | -9 | 6 | 99
COC(=O)c1c(NC(=O)CCC(=O)O)sc2c1CCCCC2 | -3 | 0.0 | 0 | -0.1 | 1 | 3 | 12 | -3 | 9 | 99
CSc1ccc(NC(=O)C2(C)CCN2C(=O)Cc2ccc(C(C)(C)C)cc2)cc1 (configuration not stated) | -10 | 0.3 | -19 | -1.3 | 1 | -2 | -3 | -11 | -22 | 96
Cc1cc2oc(=O)cc(CN3CCCCC3)c2cc1C(C)C | -4 | -0.1 | 0 | 4.7 | -2 | -2 | -7 | -6 | -14 | 89
Cc1cccc(NC(=O)Cn2cnc3ccccc3c2=O)c1C | nt | 0.1 | 3 | 0.6 | -5 | 1 | -6 | 16 | 2 | 101
CC1=NN(c2ccccc2)C(=O)C1c1ccccc1 (configuration not stated) | -19 | -0.1 | -4 | 1.2 | 1 | 3 | 9 | -6 | 1 | 96
c1ccc(CNc2cncnc2)cc1 | -6 | -0.2 | -23 | -0.7 | 10 | 1 | -2 | 10 | -1 | 107
COc1ccc(OC)c(-n2c(C)ccc2-c2ccc(S(C)(=O)=O)cc2)c1 | -3 | -0.1 | -2 | 5.6 | 2 | -2 | -2 | 13 | -3 | 101
COc1cc2c(C(=O)N3CCN(C)CC3)c(C)n(-c3ccccc3)c2cc1Br | -6 | -0.1 | -1 | 0.5 | -4 | 1 | 4 | 1 | 10 | 95
CC(C)C(=O)Nc1cccc(NC(=O)c2cccc([N+](=O)[O-])c2)c1 | -6 | -0.2 | 1 | -0.8 | 6 | 0 | -4 | -11 | 4 | 89
COc1ccc(CC(=O)Nc2cc(=O)n(C)c(=O)n2C)cc1OC | 5 | 0.0 | 0 | 0.3 | 6 | 5 | -8 | 4 | 11 | 100
C=CCOc1ccc2ccccc2c1CNc1ncn[nH]1 | -6 | 0.2 | -1 | -2.7 | 2 | -2 | -2 | -3 | 6 | 99
COc1ccc(Cl)cc1N(C(=O)c1ccco1)C(C(=O)NC1CCCC1)c1cccnc1 (configuration not stated) | -3 | 0.0 | 16 | -0.5 | -7 | 7 | -18 | 6 | 3 | 99
CNS(=O)(=O)c1cccc(C(=O)NCC(c2cccs2)N2CCOCC2)c1 (configuration not stated) | -6 | 0.0 | -4 | -0.4 | 2 | 2 | -6 | 0 | 4 | 99
COc1ccc(C(CC(=O)Nc2ccc(C)cc2)NC(=O)C(F)(F)F)cc1 (configuration not stated) | -5 | 0.7 | 5 | 0.2 | 5 | 1 | 4 | 3 | 0 | 101
O=C(/C(=C/O)N=Nc1ccc(Cl)cc1)c1ccncc1 | 0 | -0.4 | 2 | -0.7 | -2 | 0 | -1 | -1 | -6 | 111
CC(=O)OCCCNc1cc(Sc2ccc(C)cc2)c2nonc2c1[N+](=O)[O-] | -5 | -0.1 | 2 | -2.6 | 0 | 12 | -10 | -2 | 15 | 95
N#CCC(=O)N/N=C/c1cc([N+](=O)[O-])ccc1N1CCCC1 | -5 | -0.5 | 0 | -0.4 | -6 | 0 | -5 | -11 | -1 | 91
CC(C)(C)N(NC(=O)Nc1ccc(Cl)cc1)C(=O)c1ccccc1 | nt | 0.2 | -5 | -1.8 | 4 | 1 | 0 | 3 | -10 | 115
COc1ccc(NC(=O)[C@@H]2CC=C[C@@H]3CCN(Cc4ccccc4)C(=O)[C@@H]32)cc1 | -5 | 0.6 | -1 | -2.1 | 0 | -1 | -1 | 11 | 1 | 98
O=C(CSc1cccc[n+]1[O-])CSc1cccc[n+]1[O-] | -9 | -0.3 | 2 | 3.0 | 1 | 3 | 0 | 3 | 6 | 105
COc1ccccc1CN=C1NC(=O)C(CC(=O)Nc2ccc(C(C)=O)cc2)S1 (configuration not stated) | -1 | 0.1 | 0 | -0.8 | 1 | -2 | 5 | -1 | -1 | 100
O=C(N[C@@H](Cc1ccccc1)C(=O)N1CCC2(CC1)NCCc1[nH]cnc12)c1cccc(Br)c1 | -7 | -0.2 | -2 | -0.6 | 4 | 0 | 8 | 15 | 10 | 95
